KOR beta-arrestin-1: KOR antagonists, beta-arrestin recruitment, cell-based, luminescence, uHTS (AID 1778) | Kappa-type opioid receptor (Homo sapiens) | KOR beta-arrestin recruitment, luminescence, antagonist mode; higher % means a stronger effect | inhibition, % at 10 µM; hits with a dose series show IC50 in µM | actives 0.091% (n = 290,000); also: strong numbers were not always called active
NOD2 inhibition: NOD2 signaling inhibitors, cell-based, luminescence, uHTS, HEK293 (AID 1566). inhibition, % at 4 µM, or EC50 in µM where a hit was titrated. actives 0.63% (n = 290,000). HEK293 NOD2/NF-kB luciferase reporter, luminescence; higher % means a stronger effect; also: many of its hits are not listed in these tables
Dengue-2 NS5 capping: Dengue-2 NS5 methyltransferase inhibitors, primary screen, biochemical, confirmation dose response (AID 588689). Genome polyprotein (Dengue virus type 2 (strain 16681-PDK53)). actives 0.3% (n = 340,000). one-dose inhibition, % at 25 µM; IC50 in µM for titrated hits. Dengue-2 NS5 methyltransferase capping enzyme assay, biochemical; higher % means a stronger effect; in the data active = a potency from the dose series
West Nile antiviral: West Nile virus antiviral activity, cell-based, CPE readout (AID 1621); West Nile virus-infected cells, CPE inhibition; higher % means a stronger effect; CPE inhibition, % at 10 µM; hits with a dose series show IC50 in µM; actives 0.02% (n = 290,000); in the data active = a potency from the dose series; also: strong numbers were not always called active
Yfh1-depleted yeast: enhancers of respiration in Yfh1-depleted yeast, dose response, Friedreich's ataxia, plus single-dose screen (AID 1465). S. cerevisiae Yfh1-off respiration, WST-1 reduction, 72 h; higher fold induction means a stronger effect. fold induction at 50 µM, or EC50 in µM where a hit was titrated. actives 0.074% (n = 220,000);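 active = fold induction of absorbance versus untreated yeast above a set limit, then at least 30% activation at any dose in follow-up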;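 also: activators that raise dye reduction in frataxin-depleted yeast; strong numbers were not always called active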
NOD1 inhibition: NOD1 signaling inhibitors, primary screen, cell-based, luminescence, uHTS (AID 1578) | NOD1-driven NF-kB luciferase reporter cells, luminescence; higher % means a stronger effect | one-dose inhibition, % at 4 µM; EC50 in µM for titrated hits | actives 1% (n = 290,000); in the data active = inhibition mostly above about 36%, no sharp cut-off; inactive = mostly below about 34%;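 also: HEK-293T reporter cells stimulated with the NOD1 agonist gamma-tri-DAP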
HIV fusion peptide: inhibitors of HIV fusion peptide binding, primary screen, biochemical, uHTS, fluorescence dequenching (AID 1986); cell-free peptide binding, fluorescence dequenching, 30 min; higher % means a stronger effect; inhibition, % at 20 µM; hits with a dose series show IC50 in µM; actives 0.3% (n = 290,000); in the data active = inhibition mostly above about 52%, no sharp cut-off; inactive = mostly below about 76%; also: some results filed as inactive read as strong as hits
KOR beta-arrestin-2: KOR agonists, beta-arrestin recruitment, primary screen, cell-based, luminescence, uHTS (AID 1777). KOR beta-arrestin recruitment, luminescence; higher % means a stronger effect. one-dose activation, % at 10 µM; EC50 in µM for titrated hits. actives 0.02% (n = 280,000). Kappa-type opioid receptor (Homo sapiens); in the data active = activation above about 50%, passing the limit was not always enough; also: a part of the inactive calls stands beside numbers as strong as those of hits
AID2073: inhibitors of Mint1-CaV2.2 protein interaction, biochemical, HTRF (AID 2073); inhibition, % at 20 µM, or IC50 in µM where a hit was titrated; Voltage-dependent N-type calcium channel subunit alpha-1B (Homo sapiens); actives 0.19% (n = 290,000); HTRF protein-protein interaction, Mint1-CaV2.2; higher % means a stronger effect; in the data active = inhibition mostly above about 51%, no sharp cut-off; also: some results filed as inactive read as strong as hits
Dengue-2 NS5 capping pilot replicate: further read-out of Dengue-2 NS5 capping, marked with its call; inhibition, %; measured here: pilot screen replicate inhibition
Active calls of the source: *; i = inactive; / = no result given; [ ] = another dose, or the depositor's remark. Rule as the data show it, unless noted: active = inhibition above about 50%; inactive = the rest. An excerpt; the hit share may differ from the screen's.

SMILES | KOR beta-arrestin-1 | NOD2 inhibition | Dengue-2 NS5 capping | West Nile antiviral | Yfh1-depleted yeast | NOD1 inhibition | HIV fusion peptide | KOR beta-arrestin-2 | AID2073 | others
C[C@]12CCC(=O)C=C1CC[C@@H]1[C@@H]2C(=O)C[C@@]2(C)[C@H]1CC[C@]2(O)C(=O)CO | -39.4% | 17.3% | 0.0% | -0.3% | i | -18.7% | 2.3% | -0.4% | 2.6%
COc1ccccc1CNC(=O)c1cnn2c(C(F)F)cc(C)nc12 | 14.3% | 13.7% | -8.8% | -0.3% | i | 8.4% | -2.2% | -2.0% | 6.8%
CCOc1ccc(C(F)(F)F)cc1NC(C)=O | -0.9% | 16.3% | -0.7% | 0.2% | i | / | 5.2% | -1.5% | 4.9%
CC1(C)CC(N=C2C([N+](=O)[O-])=CC=C3C2=NC2(CCCCC2)N3O)CC(C)(C)N1 | 14.4% | 4.3% | 10.9% | 0.3% | i | 3.0% | -2.5% | / | -53.2%
Cc1ccc(/C=N/NC(=O)c2ccccn2)o1 | 1.2% | 4.9% | -8.6% | 0.6% | i | -16.7% | 0.9% | 6.5% | 6.1%
CN(C)S(=O)(=O)N1CCN(S(=O)(=O)N(C)C)CC1 | 9.5% | 10.3% | 1.4% | 0.3% | i | -0.5% | 0.4% | -3.8% | -2.8%
CCOc1ccc(C(=O)NCC(=O)OCC(=O)Nc2ccccc2OC)cc1 | -29.5% | -8.0% | -8.1% | 0.4% | i | -13.6% | 1.4% | -0.3% | 13.0%
Cc1ccc2cc(CN(CCCO)S(=O)(=O)c3cccc4nsnc34)c(=O)[nH]c2c1C | -3.1% | -5.0% | -4.0% | -0.1% | i | 5.5% | -1.5% | 0.2% | 1.2%
CC(C)OC(=O)c1ccc(OC(=O)c2cccnc2)cc1 | -4.1% | -3.0% | -12.9% | 0.5% | i | -26.0% | -0.1% | -2.5% | 9.1%
Cc1ccc(C)c(N2CCN(S(=O)(=O)c3ccc4c(c3)CC(C)N4C(=O)C3CC3)CC2)c1 (configuration not stated) | -15.0% | -0.1% | -7.9% | 1.5% | / | -4.0% | -0.5% | 1.4% | 1.7%
CCNC(=S)N1CCC(C(O)(c2ccccc2)c2ccccc2)CC1 | -23.4%[20 µM] | 5.3% | -1.6% | -0.2% | i | -10.3% | 1.2% | -0.4% | -1.6%
CC(C)CCN1CCN(Cc2nc(-c3ccc(F)cc3)cs2)CC1CCO (configuration not stated) | -6.8% | -4.0% | -7.6% | -1.4% | i | 14.5% | -0.1% | 0.8% | -5.6%
c1ccc(-c2cc(-c3ccccc3)[nH]n2)cc1 | 12.9% | -128.6% | -1.9% | -0.6% | / | -16.7% | 1.4% | -3.7% | 16.2%
O=C(Nc1ccc(C(F)(F)F)cc1)c1cc(S(=O)(=O)NCC2COc3ccccc3O2)ccc1F (configuration not stated) | 24.4% | -27.9% | -12.5% | 0.9% | i | -44.0% | -1.8% | 0.2% | 15.1%
CCN(CC)c1ccc(C2C(C(=O)Nc3ccccn3)=C(C)NC3=C2C(=O)CC(C)(C)C3)cc1 (configuration not stated) | 2.1% | 3.1% | -6.5% | 0.3% | i | 8.2% | -1.5% | -5.2% | -0.5%
CC(C)(C)n1nnnc1C(c1ccc2ncccc2c1)N1CCC(O)CC1 (configuration not stated) | -10.2% | 12.2% | -3.0% | -0.1% | i | -14.8% | 0.0% | 1.7% | -5.5%
COC(=O)c1nn(-c2ccc(Cl)cc2)c(=O)cc1Sc1ccccn1 | 14.9% | 13.3% | -8.5% | 0.6% | i | -6.4% | 1.2% | -1.3% | 1.0%
CC1=CSC2=NC(C(F)(F)F)(C(F)(F)F)NC(=O)N12 | 46.4% | 1.3% | 10.1% | 0.3% | i | -1.0% | -0.7% | -1.2% | -1.2%
COc1ccc(OC)c(S(=O)(=O)N2CCN(c3ccccc3)CC2)c1 | -49.7%[20 µM] | 3.2% | -7.8% | -0.5% | / | -7.6% | 1.4% | -1.6% | 6.8%
CC(C)CC1(C)NC(=O)N(CCN2C(=O)c3ccccc3C2=O)C1=O (configuration not stated) | -20.9% | 4.8% | -6.4% | 0.3% | i | -6.6% | -2.3% | -4.9% | -0.4%
CN(C)S(=O)(=O)Oc1ccc(C(=O)Nc2cccc(Cl)c2)cc1 | -172.5%[20 µM] | -74.3% | 2.7% | -0.9% | i | -35.9% | 0.1% | 1.3% | 11.7%
CC(C)NC(=O)C(=O)NCCc1ccc(Cl)cc1 | 18.4% | 8.7% | -2.8% | 0.5% | i | -0.6% | 3.8% | -6.2% | 12.3%
COc1cccc(NC(=O)c2cnc[nH]2)c1 | -14.2% | -0.6% | 0.7% | 0.6% | / | -3.2% | -1.6% | 0.5% | -3.8%
Cc1ccc2[nH]cc(CCNC(=O)c3ccc4c(c3)OCO4)c2c1 | -19.1%[20 µM] | 1.1% | 1.3% | -0.2% | / | 28.7% | -0.2% | 1.3% | 6.2% | Dengue-2 NS5 capping pilot replicate=-1.8

The closing 3 compounds of the part before come first, to join the parts:
SMILES | KOR beta-arrestin-1 | NOD2 inhibition | Dengue-2 NS5 capping | West Nile antiviral | Yfh1-depleted yeast | NOD1 inhibition | HIV fusion peptide | KOR beta-arrestin-2 | AID2073 | others
CC(C)NC(=O)C(=O)NCCc1ccc(Cl)cc1 | 18.4% | 8.7% | -2.8% | 0.5% | i | -0.6% | 3.8% | -6.2% | 12.3%
COc1cccc(NC(=O)c2cnc[nH]2)c1 | -14.2% | -0.6% | 0.7% | 0.6% | / | -3.2% | -1.6% | 0.5% | -3.8%
Cc1ccc2[nH]cc(CCNC(=O)c3ccc4c(c3)OCO4)c2c1 | -19.1%[20 µM] | 1.1% | 1.3% | -0.2% | / | 28.7% | -0.2% | 1.3% | 6.2% | Dengue-2 NS5 capping pilot replicate=-1.8
CCNc1nc(NC(C)C)nc(N(C#N)C(C)C(=O)N(CC)CC)n1 (configuration not stated) | 0.0% | 8.4% | / | -0.2% | i | -0.5% | -1.2% | 5.5% | 1.4%
CC(NC(=O)c1ccc(Cl)cc1Cl)C(c1ccccc1)N1CCOCC1 (configuration not stated) | -15.3% | 10.4% | -1.5% | -1.5% | i | -16.1% | -1.1% | -7.9% | -10.3%
CCCOP(=O)(OCCC)C1(Nc2ccc(C)cc2)CCCCC1 | 4.0% | 8.2% | -0.5% | / | / | / | 4.4% | 0.4% | 8.0%
CNC(=O)c1nnn(Cc2ccccc2)c1NC(C)=O | -22.9% | -5.0% | 1.2% | 0.0% | i | -12.5% | 2.4% | 5.0% | -0.7% | Dengue-2 NS5 capping pilot replicate=-3.6
O=C(CN1CCN(C/C=C/c2ccccc2)CC1)Nc1ccccc1C(=O)NC1CC1 | 19.0% | -4.1% | -11.1% | -0.5% | i | -13.1% | 0.5% | -0.5% | -9.7%
COc1ccc(CNCc2cc3c(cc2[N+](=O)[O-])OCO3)cc1 | 7.0% | 12.0% | -6.5% | 2.8% | / | 3.1% | 1.6% | -5.9% | -18.9%
O=C(O)CCC(=O)NNc1nc(-c2ccccc2)c2cc(Cl)ccc2n1 | -13.2% | 3.9% | -5.2% | -0.1% | / | -6.2% | -1.1% | 3.3% | 8.1%
O=C(Cc1ccccc1)Nc1ccc(NC(=O)c2ccccc2)nc1 | -9.6% | -37.2% | -4.0% | 0.2% | / | -37.8% | -0.5% | -5.8% | 8.5%
CN1C(=O)SC(Nc2ccc(F)cc2)C1=O (configuration not stated) | 21.1% | 9.9% | -7.4% | 0.1% | i | -13.2% | -1.3% | -7.8% | -0.3%
COc1ccc(CCC(=O)NCCc2ccc(OC)c(OC)c2)cc1 | 39.0% | -10.4% | -8.8% | -0.4% | / | 10.4% | -1.3% | -6.5% | 15.3%
CC(=O)Nc1ccc(NC(=O)Cn2c(-c3ccc(F)cc3)cnc2SCC(=O)Nc2c(C)cccc2C)cc1 | -13.2% | -0.6% | -6.5% | -0.3% | i | 14.3% | -2.7% | 2.2% | 23.4%
CCOc1ccc(NC(=O)C2CCCN(S(=O)(=O)c3ccc4c(c3)CCCN4C(C)=O)C2)cc1 (configuration not stated) | -16.6% | 14.8% | 0.0% | -1.0% | / | 4.7% | 0.2% | 1.2% | -3.2%
Cc1nc2nc(SCC(=O)c3cccc([N+](=O)[O-])c3)[nH]c2cc1Br | 4.7% | -29.9% | -5.1% | -0.8% | i | -34.8% | 8.4% | 40.5% | 4.5%
O=C(NNc1nc2ccccc2s1)C1CC1 | -10.8% | -13.6% | 0.7% | -0.3% | i | -3.8% | -2.1% | 3.6% | -10.5%
COC(=O)C1CCN(C(=O)c2ccc(OC3CCN(Cc4ccccn4)CC3)cc2)CC1 | -1.4% | 13.2% | -2.2% | 0.3% | i | -39.6% | -0.7% | 0.5% | -5.5%
CCOc1cc(Br)c(CN2C(=O)NC3(CCCCCC3)C2=O)cc1OCC | -11.3% | 23.2% | -10.6% | 0.1% | / | 11.9% | -2.2% | 8.0% | 8.6%
Cc1ccc(NC(=O)N2CCN(S(=O)(=O)c3ccccc3)CC2)cc1 | 9.4%[20 µM] | 10.8% | -6.5% | -0.7% | i | -26.0% | 0.6% | -2.4% | 5.6%
CCCc1cc(Nc2ccccc2C)n2ncnc2n1 | -2.1%[20 µM] | 30.6% | -10.8% | -0.2% | / | -0.2% | -0.6% | -0.9% | -2.4%
O=C(N/N=C/c1coc2ccc(Cl)cc2c1=O)c1ccc(O)cc1 | 26.9% | -3.4% | -15.4% | 0.0% | / | 14.3% | -0.1% | -0.8% | 15.8%
COc1ccc(/C=C(/NC(=O)c2ccccc2)C(=O)N/N=C/c2cccs2)cc1OC | -19.7% | -2.7% | 0.7% | -0.1% | i | -30.7% | 0.4% | 3.0% | -3.1%
Cn1c(SCC(=O)NC2CCCCC2)nnc1-c1ccccc1O | -12.5% | 3.9% | -11.2% | 0.3% | / | -23.6% | -2.3% | 5.8% | 21.5%
CCc1ccccc1S(=O)(=O)Cc1ccc(C(=O)N2CCN(c3ccccc3OC)CC2)o1 | -24.5% | 15.3% | 0.7% | -0.3% | i | 13.5% | -1.5% | 2.8% | -3.2%
CCCCNC(=S)N(Cc1ccco1)Cc1cc2cc3c(cc2[nH]c1=O)OCCO3 | 13.4% | -12.6% | -3.6% | -0.4% | i | 1.9% | 17.7% | 4.9% | 15.8%
COc1ccc(N2C(=O)CCC2(C(N)=O)c2ccccc2)cc1 (configuration not stated) | -6.7% | 18.4% | -5.3% | -0.1% | i | -31.4% | 0.1% | -3.1% | 0.8%

Structures above containing bromine (2):
SMILES | KOR beta-arrestin-1 | NOD2 inhibition | Dengue-2 NS5 capping | West Nile antiviral | Yfh1-depleted yeast | NOD1 inhibition | HIV fusion peptide | KOR beta-arrestin-2 | AID2073 | others
Cc1nc2nc(SCC(=O)c3cccc([N+](=O)[O-])c3)[nH]c2cc1Br | 4.7% | -29.9% | -5.1% | -0.8% | i | -34.8% | 8.4% | 40.5% | 4.5%
CCOc1cc(Br)c(CN2C(=O)NC3(CCCCCC3)C2=O)cc1OCC | -11.3% | 23.2% | -10.6% | 0.1% | / | 11.9% | -2.2% | 8.0% | 8.6%
